From PubChem
Tau FP inhib = tau fibrillization inhibition (FP); P10636; K18 P301L tau heparin fibrillization, Alexa594 FP, 6 h; Potency, µM (top dose mostly 57.7 µM), without a hit: at the highest dose activity, negative = inhibition, most hits filed as inhibitors; 280,000 tested, 0.39% active; further: on the % scale 0 is the no-effect control and ±100 the full control effect; nearly all actives have a fitted effect of over 55% in size
Target sequence (P10636 561-689 P618L limits assumed): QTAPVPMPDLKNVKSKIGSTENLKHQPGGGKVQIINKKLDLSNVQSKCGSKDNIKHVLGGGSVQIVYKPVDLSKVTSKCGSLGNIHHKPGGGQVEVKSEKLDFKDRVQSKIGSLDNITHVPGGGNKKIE
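K18 P301L tau (15 uM unlabeled/0.24 uM Alexa 594-labeled, final) + compound + heparin 20 uM final; 100 mM NaOAc pH 7; 6 hr 37 C; ThT 30 uM final added, 1 hr RT; FP ex 555/em 632 nm.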
ALDH1A1 inh = blocks purified human ALDH1A1 activity; Potency, µM (titrated, usually from 75.3 µM), for inactives: top-dose activity, negative = inhibition, actives largely listed as inhibitors; AID 1030; 220,000 tested, 7.3% active; Purified ALDH1A1, NADH fluorescence, propionaldehyde substrate; P00352; active means well fitted inhibition curve with a large enough effect, not every such curve was filed as active; inconclusive means small, poorly fitted or top-dose-only effect, or another doubt; inactive means no such curve, though single readings can be large or run the other way;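 further: plate controls were no enzyme wells and a reference inhibitor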
Target sequence (P00352 whole entry, looked up): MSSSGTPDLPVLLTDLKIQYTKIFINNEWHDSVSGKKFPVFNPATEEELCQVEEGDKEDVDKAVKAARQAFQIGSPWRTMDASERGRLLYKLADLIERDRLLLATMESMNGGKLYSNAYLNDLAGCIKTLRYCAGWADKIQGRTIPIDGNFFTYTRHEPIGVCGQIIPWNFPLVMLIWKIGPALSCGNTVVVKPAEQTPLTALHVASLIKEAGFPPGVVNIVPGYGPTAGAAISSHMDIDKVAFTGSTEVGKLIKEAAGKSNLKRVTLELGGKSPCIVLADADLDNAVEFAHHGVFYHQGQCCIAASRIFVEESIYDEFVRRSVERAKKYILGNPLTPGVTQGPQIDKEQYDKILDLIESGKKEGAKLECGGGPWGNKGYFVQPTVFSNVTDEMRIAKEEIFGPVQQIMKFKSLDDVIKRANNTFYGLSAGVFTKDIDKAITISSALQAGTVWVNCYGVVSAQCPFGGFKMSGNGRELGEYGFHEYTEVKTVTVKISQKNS
SMN2 splice up = SMN2 splice variant enhancement; Potency, µM (top dose mostly 46.1 µM), for inactives: at the top dose activity change, positive = activation, most hits filed as activators; HEK293 SMN2-luciferase splicing reporter, luminescence, 30-36 h; 210,000 tested, 2.8% active; AID 1458; further: % of control where 0% means no effect; nearly all actives have a fitted effect of over 55% in size
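HEK293 cells carry an SMN2 minigene-luciferase reporter in which exon 7 inclusion puts luciferase in frame. Cells were seeded at 2000 cells/well, attached for 10-12 hours, then exposed to compounds for 30-36 hours at 37C before ONE-Glo luminescence.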
HTT aggregate = reduces HttQ103-GFP aggregates in PC12 cells. PC12 HttQ103-GFP aggregates, Acumen cytometry, 40 h. Potency, µM (series often up to 46.1 µM), for the others: top-dose activity change, negative = inhibition, hits mostly inhibitors. 220,000 tested, 1.1% active; further: on the % scale 0 is the no-effect control and ±100 the full control effect; nearly all actives have a fitted effect of over 60% in size
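Read-out: GFP aggregate count by laser scanning cytometer (488 nm excitation, 500-530 nm emission, 1–25 µm objects >6 SD above background). Cells: PC12, inducible HTTex1-Q103-GFP, 100 nM tebufenozide; compounds titrated.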
Tau ThT inhib = tau fibrillization inhibition (ThT binding). recombinant tau K18 P301L, heparin-induced fibrillization, ThT fluorescence. Potency, µM (highest dose often 57.4 µM), inactives show at the highest dose activity, negative = inhibition, actives largely listed as inhibitors. 270,000 tested, 2.1% active; further: on the % scale 0 is the no-effect control and ±100 the full control effect; nearly all actives have a fitted effect of over 55% in size
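Heparin-induced fibrillization of the P301L-mutant K18 repeat-domain fragment of human tau was followed by ThT binding in quantitative high-throughput format.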
JMJD2E inh = JMJD2E (human) inhibition | B2RXH2 | JMJD2E catalytic domain, FDH-coupled NADH fluorescence (FDH is formaldehyde dehydrogenase) | Potency, µM (series often up to 57.1 µM), for inactives: at the highest dose activity change, negative = inhibition, most hits filed as inhibitors | 230,000 tested, 1.6% active; active means well fitted inhibition curve with a large enough effect, not every such curve was filed as active; inconclusive means small, poorly fitted or top-dose-only effect, or another doubt; inactive means no such curve, though single readings can be large or run the other way;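 further: 0% = wells with enzyme and -100% = buffer wells without enzyme; nearly all actives have a fitted effect of over 50% in size; many of its hits are not listed in these tables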
Target sequence (B2RXH2 1-337 limits assumed): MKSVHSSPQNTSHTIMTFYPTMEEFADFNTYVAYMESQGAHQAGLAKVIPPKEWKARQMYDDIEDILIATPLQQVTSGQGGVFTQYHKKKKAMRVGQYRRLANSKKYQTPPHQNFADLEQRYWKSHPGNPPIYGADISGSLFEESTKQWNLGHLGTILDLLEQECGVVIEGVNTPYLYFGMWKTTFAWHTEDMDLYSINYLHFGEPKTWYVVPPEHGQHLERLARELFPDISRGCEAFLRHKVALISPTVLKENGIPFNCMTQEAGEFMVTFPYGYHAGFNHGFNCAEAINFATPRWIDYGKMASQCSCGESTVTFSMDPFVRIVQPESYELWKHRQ
Tau fluor counter = counter-screen for tau fibril formation inhibitors; Potency, µM (titrated, usually from 57.7 µM), for the others: at the top dose activity change, negative = decrease; tau K18 P301L Alexa594 fluorescence, heparin fibrillization; 280,000 tested, 0.93% active; further: on the % scale 0 is the no-effect control and ±100 the full control effect; nearly all actives have a fitted effect of over 55% in size
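Human tau K18 P301L (15 uM unlabeled, 0.24 uM Alexa 594-labeled) in 100 mM sodium acetate pH 7 with 20 uM heparin, 6 hr at 37 C. ThT 30 uM added, 1 hr ambient; Alexa 594 FP and total fluorescence read at 555/632 nm.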
HTT ATP protect = protects HTT-Q103 PC12 cells, measured by ATP; PC12 HTT-Q103 induced, cytoprotection, ATP luminescence, 40 h; Potency, µM (top dose mostly 56.4 µM), without a hit: cytoprotection (ATP increase), usual class: activators; 230,000 tested, 0.14% active; AID 1471;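 further: % of control where 0% means no effect; nearly all actives have a fitted effect of over 45% in size; toxic huntingtin expression switched on by the ecdysone agonist tebufenozide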
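ATP quantification (ATPlite) reports survival of PC12 cells in which tebufenozide, 100 nM final, switches on Htt exon 1 with 103 glutamines linked to GFP; compounds are titrated.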
An asterisk follows results filed as active; ? = inconclusive; / = not tested or not shown; [ ] = remark or other dose. Unless noted, the call rests on the fitted dose curve; in most records, active means well fitted curve in the direction sought with a large enough effect; inconclusive means small, poorly fitted or top-dose-only effect, or another doubt; inactive means no such curve, though single readings can be large; an effect the other way counts as inactive or inconclusive. Potency means the concentration at half of the fitted maximal effect. Only part of the results is shown, so the mix of outcomes need not match the whole.

SMILES	Tau FP inhib	ALDH1A1 inh	SMN2 splice up	HTT aggregate	Tau ThT inhib	JMJD2E inh	Tau fluor counter	HTT ATP protect
O=C(O)CC(NC(=O)C12CC3CC(CC(C3)C1)C2)c1cccc([N+](=O)[O-])c1 (stereo not given)	-8.7%	1.8%	3.3%	-4.6%	-13.7%	7.7%	-11.7%	-23.1%
Fc1cccc(/C=N/Nc2ccccn2)c1	7.8%	-4.3%	?	5.2%	-3.0%	-24.2%	-17.4%	-0.9%[10 µM]
CCOC(=O)c1ccc(Nc2nc3ccc(C(=O)c4ccccc4)cc3n3c(C)nnc23)cc1	0.1%	/	4.6%	/	-12.2%	/	-9.6%	/
COc1cccc(CNC(=O)C2CCN(c3cnccn3)CC2)c1	2.1%	14.5%	-6.0%	-19.8%	-2.4%	-2.9%	-4.1%	10.7%[10 µM]
COc1ccc(C2OC(=O)Cc3cc(OC)c(OC)cc32)cc1 (stereo not given)	-5.0%	7.3%	/	11.3%[9.22 µM]	-6.4%	5.6%	-4.6%	10.7%[10 µM]
CC(=O)N(Cc1cc(=O)[nH]c2ccccc12)c1ccc(C)cc1	11.0%	-14.7%	/	0.6%	0.9%	-13.0%	9.3%	-15.2%
CC(C)(C)c1ccc(Oc2ncccc2NC(=O)c2cccs2)cc1	-15.5%	6.5%	/	-10.4%[9.22 µM]	-11.1%	8.0%	-18.3%	-8.2%[10 µM]
O=C(CSc1ccc2nnc(-c3ccncc3)n2n1)N1CCc2ccccc21	0.1%	4.4%	-11.5%	-5.9%	1.2%	-0.9%	-1.2%	-4.3%[10 µM]
COc1ccc(S(=O)(=O)NCCC(=O)NC2CCCCCCC2)cc1	0.8%	-7.9%	-4.4%	?	2.5%	-1.1%	3.4%	3.8%[0.074 µM]
CCNC(=O)CN1C(=O)NC(CCc2ccccc2)C1=O (stereo not given)	-9.6%	-3.6%	/	-1.2%	-17.9%	-26.4%	-9.1%	-15.2%
Cc1ccc(C(=O)N/N=C2\SCC(=O)N2c2cc(C)ccc2C)cc1	-2.8%	5.3%	9.4%	-17.0%	-10.3%	1.7%	-12.6%	-6.1%[10 µM]
Cc1nn(C)cc1CNC(=O)Nc1ccc(Cl)c(Cl)c1	?	-15.6%	-22.4%	-14.5%	-2.9%	7.6%	-21.2%	0.2%
CCOCCCNC(=O)C1CCN(C(=O)Nc2ccc(C)cc2)CC1	-2.2%	2.9%	-4.7%	14.2%	-4.0%	6.3%	-7.2%	5.3%[10 µM]
CCOC(=O)C1(CC2CCCCO2)CCN(S(=O)(=O)c2ccccc2)CC1 (stereo not given)	-7.8%	?	/	29.4%[9.22 µM]	-4.3%	-4.8%	-9.5%	39.6%[10 µM]
COc1ccccc1NS(=O)(=O)c1cc(C(=O)NCCC(C)C)ccc1F	-1.9%	4.9%	-5.5%	-0.8%	1.8%	-4.7%	-4.7%	-12.8%
COc1ccc(N2Cc3cccc(C(=O)Nc4ccc(C)cc4)c3C2=O)cc1	-10.6%	/	5.7%	/	0.0%	/	-11.5%	/
Cc1nc2ccc(S(=O)(=O)N(C)CC(=O)NCc3ccc4c(c3)OCO4)cc2s1	-4.1%	0.7%	16.0%	12.6%	-13.8%	0.6%	-11.6%	-11.4%
COCCn1c(SCC(=O)N2CCCc3ccccc32)nnc1-c1ccco1	7.0%	-1.5%	3.5%	-13.4%	-0.4%	6.5%	10.9%	-2.7%[10 µM]
COc1cccc(C(=O)Nc2c3c(nn2-c2cccc(C)c2C)CS(=O)(=O)C3)c1OC	7.1%	-5.9%	?	8.2%	-11.6%	?	-3.6%	9.6%[10 µM]
CN(C)/N=C/c1cn(-c2ccccc2)nc1-c1cccnc1	2.5%	-3.6%	3.2%	-28.3%	-6.6%	-13.0%	-11.5%	?
O=C(CCC(=O)N(CC(=O)NC1CCCC1)C1CCCCC1)Nc1ccccn1	-2.4%	5.8%	/	-1.7%[9.22 µM]	-3.4%	-11.4%	-22.0%	39.7%[10 µM]
Cc1ccc(S(=O)(=O)CCC(=O)Nc2nccs2)cc1	-2.2%	0.4%	-8.7%	13.6%	-9.4%	3.2%	-9.0%	28.7%
O=C1O/C(=C\c2ccccc2)c2ccccc21	-13.0%	?	-5.1%	1.9%	-11.5%	?	-21.0%	11.3%[10 µM]
O=C(NCc1cccs1)C(=O)NCC(c1ccco1)N1CCN(c2ccc(F)cc2)CC1 (stereo not given)	7.3%	?	-27.9%	?	?	-7.5%	-29.1%	-38.2%[inhibitor]
COc1ccccc1NC(=O)N(CCCN1CCOCC1)Cc1cc2cc3c(cc2[nH]c1=O)OCO3	-1.8%	?	-20.0%	13.2%	-6.3%	?	-1.6%	-10.4%[10 µM]
COc1cccc(OCc2nc3ccccc3[nH]2)c1	-2.7%	16.5%	12.6µM*	-12.9%	-15.0%	-0.9%	-1.1%	-39.5%[inhibitor]
CCc1ccc(S(=O)(=O)c2cn(CC(=O)Nc3ccc(C)cc3)c3ccccc3c2=O)cc1	?	/	-4.0%	/	-2.9%	/	-26.6%	/
O=C(CCCN1C(=O)c2ccccc2C1=O)Nc1ccc(S(=O)(=O)N2CCCCC2)cc1	0.1%	?	0.4%	?	5.9%	-4.9%	-13.1%	-11.3%
O=C(NCc1cccs1)c1csc2ccccc12	-4.3%	-6.5%	5.5%	-10.6%	-8.8%	4.6%	-7.9%	-8.7%[10 µM]
O=C1CC(=O)CC(c2ccco2)C1	-4.5%	7.5%	17.5%	-5.6%	?	-6.7%	-10.8%	3.0%

Shown as labelled records: three of the compounds above.
COc1cccc(OCc2nc3ccccc3[nH]2)c1
  Tau FP inhib = -2.7% | ALDH1A1 inh = 16.5% | SMN2 splice up = 12.6µM* | HTT aggregate = -12.9% | Tau ThT inhib = -15.0% | JMJD2E inh = -0.9% | Tau fluor counter = -1.1% | HTT ATP protect = -39.5%[inhibitor]

CCc1ccc(S(=O)(=O)c2cn(CC(=O)Nc3ccc(C)cc3)c3ccccc3c2=O)cc1
  Tau FP inhib = ? | ALDH1A1 inh = / | SMN2 splice up = -4.0% | HTT aggregate = / | Tau ThT inhib = -2.9% | JMJD2E inh = / | Tau fluor counter = -26.6% | HTT ATP protect = /

O=C(CCCN1C(=O)c2ccccc2C1=O)Nc1ccc(S(=O)(=O)N2CCCCC2)cc1
  Tau FP inhib = 0.1% | ALDH1A1 inh = ? | SMN2 splice up = 0.4% | HTT aggregate = ? | Tau ThT inhib = 5.9% | JMJD2E inh = -4.9% | Tau fluor counter = -13.1% | HTT ATP protect = -11.3%

Other results follow:
SMILES	Tau FP inhib	ALDH1A1 inh	SMN2 splice up	HTT aggregate	Tau ThT inhib	JMJD2E inh	Tau fluor counter	HTT ATP protect
CC(=O)c1cccc(CN2CCN(CC(C)C)C(CCO)C2)c1 (stereo not given)	7.3%	-9.6%	/	1.1%[9.22 µM]	2.9%	3.7%	6.2%	7.3%[10 µM]
O=C(c1cc([N+](=O)[O-])ccc1N1CCOCC1)N1CCCCC1	-1.8%	-5.8%	3.9%	12.1%	-7.9%	3.7%	-6.8%	14.3%[10 µM]
N#C/C(=C\c1ccc(N2CCOCC2)o1)C(=O)NCC1CCCO1 (stereo not given)	3.4%	0.5%	/	-4.0%[9.22 µM]	-2.8%	?	-12.4%	-45.6%[inhibitor][10 µM]
Cc1cc(C)n(-c2ccc(S(N)(=O)=O)cc2[N+](=O)[O-])n1	0.0%	11.9%	14.3%	?	-3.0%	8.5%	-8.0%	38.5%[10 µM]
CCCCCCCC1(C)NC(=O)N(CC(=O)Nc2cc(C)on2)C1=O (stereo not given)	3.1%	9.7%	-34.2%	-2.5%	2.1%	2.8%	-5.9%	-16.2%
Cc1nnc(SCC(=O)N2CCc3ccccc3C2)n1-c1ccccc1	-1.4%	-12.1%	-5.5%	15.8%	7.3%	-0.6%	10.1%	12.5%[10 µM]
CCOC(=O)CSc1nnc(-c2ccco2)n1-c1ccccc1	2.1%	1.58µM*	-36.3%	8.3%	-5.2%	7.0%	-5.6%	-3.0%
CCOC(=O)c1ccc(NC(=O)CSc2nc3c(c(=O)n2C)SC(C)C3)cc1 (stereo not given)	0.5%	?	-36.9%[inhibitor]	-22.4%	-12.1%	-14.1%	-18.5%	-15.0%
Cc1onc(-c2ccccc2)c1C(=O)c1c[nH]c(C(=O)NCc2ccncc2)c1	4.8%	-6.3%	-13.1%	-8.8%	2.1%	5.0%	5.2%	8.2%[10 µM]
Cc1nnc(-c2cnn(C)c2N)n1Cc1ccc(Cl)cc1	-4.2%	16.7%	25.0%	0.9%	-11.5%	2.1%	-4.5%	-9.0%
CCN(Cc1nc2ccccc2c(=O)[nH]1)Cc1cc(=O)oc2cc(OC)ccc12	7.4%	?	12.9%	19.1%	8.3%	?	3.3%	-1.7%
CN1CCS/C1=C\C=C1/SC(=S)N(CC(=O)O)C1=O	1.6%	-7.5%	-0.2%	6.3%	?	-7.4%	-1.1%	/
CC(/C=N/n1c(-c2cccnc2)n[nH]c1=S)=C\c1ccccc1	1.2%	?	-35.0%[inhibitor]	?	?	?	-16.9%	-33.4%
Oc1c(N=NC(=S)Nc2ccccc2F)c2ccccc2n1Cc1ccccc1	0.7%	20µM*	-36.6%[inhibitor]	?	?	5.4%	?	-14.1%
COc1ccccc1CNc1nc(-c2ccc(N(C)C)cc2)nc2ccccc12	?	?	-94.5%[inhibitor]	/	15.8µM*	?	11.2µM*[quencher]	-98.9%[inhibitor]
O=C(O)C1CCCN1S(=O)(=O)c1ccc2[nH]c(=O)c(=O)[nH]c2c1 (stereo not given)	0.4%	-1.7%	-0.5%	-2.8%	2.0%	?	7.9%	32.1%[10 µM]
CCOC(=O)c1c(NC(=O)CSc2nnc(N)s2)sc(C)c1-c1ccc(C)cc1	-10.4%	-16.0%	/	?	?	1.5%	?	25.9%[10 µM]
O=S(=O)(c1ccc(Br)s1)N1CCNCC1	2.8%	/	/	-15.5%[9.22 µM]	/	8.9%	-14.1%	13.3%[10 µM]
COc1cccc(Nc2nc(-c3sc(NC(=O)c4ccccc4)nc3C)cs2)c1	7.8%	?	-58.5%[inhibitor]	?	17.8µM*	?	31.6µM*[quencher]	-64.6%[inhibitor]
